HTRA1 inh – inhibitors of human serine peptidase HTRA1 | Q92743 | recombinant HTRA1, FP-rhodamine activity-based probe, fluorescence polarization | inhibition, % at 5.96 µM | hit rate 0.5% among 340,000 | AID 504803; in the data active = inhibition above about 36%;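 also: 0% = enzyme with DMSO and 100% = wells lacking enzyme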
mABHD4 FP – inhibitors of mouse ABHD4; Q8VD66; purified mABHD4, FP-Rh probe fluorescence polarization; inhibition, % at 8.92 µM; hit rate 0.54% among 370,000;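 active = inhibition exceeding the mean over every tested compound plus 3 SD, cut at about 30% in these data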;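 also: 0% = plate median of compound wells and 100% = S159A mutant with DMSO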
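Assay system: mABHD4 protein; medium: HEPES pH 7.0, NaCl, Pluronic buffer; dosing: 8.92 µM, single dose; schedule: 45 min + 60 min at 25 °C; signal: FP readout, ex 525 nm / em 598 nm; read-out: normalized percent inhibition of probe labeling; repeats: single replicate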
SIAE primary – inhibitors of human sialic acid acetylesterase SIAE; AID 1053197; SIAE FP-Rh probe binding, fluorescence polarization; Q9HAT2; inhibition, % at 9.66 µM; hit rate 0.69% among 370,000;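 active = inhibition above a cutoff: mean of compounds within the control limits plus 3 SD of those, cut at about 17% in these data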;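 also: 0% = plate median of compound wells and 100% = probe without SIAE protein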
UHRF1 MBD2 ctr – UHRF1 methyl-DNA binding inhibition; UHRF1 binding to methylated oligo, TR-FRET; Q96T88; AID 687016; inhibition, % at 4.4 µM; hit rate 0.75% among 370,000; in the data active = inhibition above about 21%;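 also: UHRF1 SRA domain binding a hemimethylated CpG hairpin DNA probe; 0% = median of test compound wells and 100% = reference inhibitor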
rCAG binder – binds r(CAG) RNA repeats; r(CAG) RNA repeat, TO-PRO-1 dye displacement fluorescence; inhibition, % at 3 µM; hit rate 1.3% among 370,000; AID 651821;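 active = inhibition above the plate cutoff, the mean of all test compounds on that plate plus 3 SD, cut at about 35% in these data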;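 also: 0% = DMSO alone and 100% = 100 µM mitoxantrone as full dye displacement; higher means more dye released from RNA so lower well fluorescence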
TCR CD3 inh – human TCR-CD3 binding inhibition. TAMRA-labeled TCR probe fluorescence, biochemical. inhibition, % at 9.4 µM. hit rate 0.37% among 360,000; in the data active = inhibition above about 19%;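 also: recombinant mutant TCR 2C K166C tagged with TAMRA read by polarization; 0% = receptor in buffer alone and 100% = receptor with positive control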
NPR1 activator – GC-A (human) enzyme activation. P16066. HEK293 GC-A cells, cGMP TR-FRET, EC30 ANP; 0% at EC30 ANP, 100% saturating ANP. activation, % at 10 µM. hit rate 0.14% among 370,000; in the data active = activation above about 40%
Target sequence (P16066 whole entry, looked up): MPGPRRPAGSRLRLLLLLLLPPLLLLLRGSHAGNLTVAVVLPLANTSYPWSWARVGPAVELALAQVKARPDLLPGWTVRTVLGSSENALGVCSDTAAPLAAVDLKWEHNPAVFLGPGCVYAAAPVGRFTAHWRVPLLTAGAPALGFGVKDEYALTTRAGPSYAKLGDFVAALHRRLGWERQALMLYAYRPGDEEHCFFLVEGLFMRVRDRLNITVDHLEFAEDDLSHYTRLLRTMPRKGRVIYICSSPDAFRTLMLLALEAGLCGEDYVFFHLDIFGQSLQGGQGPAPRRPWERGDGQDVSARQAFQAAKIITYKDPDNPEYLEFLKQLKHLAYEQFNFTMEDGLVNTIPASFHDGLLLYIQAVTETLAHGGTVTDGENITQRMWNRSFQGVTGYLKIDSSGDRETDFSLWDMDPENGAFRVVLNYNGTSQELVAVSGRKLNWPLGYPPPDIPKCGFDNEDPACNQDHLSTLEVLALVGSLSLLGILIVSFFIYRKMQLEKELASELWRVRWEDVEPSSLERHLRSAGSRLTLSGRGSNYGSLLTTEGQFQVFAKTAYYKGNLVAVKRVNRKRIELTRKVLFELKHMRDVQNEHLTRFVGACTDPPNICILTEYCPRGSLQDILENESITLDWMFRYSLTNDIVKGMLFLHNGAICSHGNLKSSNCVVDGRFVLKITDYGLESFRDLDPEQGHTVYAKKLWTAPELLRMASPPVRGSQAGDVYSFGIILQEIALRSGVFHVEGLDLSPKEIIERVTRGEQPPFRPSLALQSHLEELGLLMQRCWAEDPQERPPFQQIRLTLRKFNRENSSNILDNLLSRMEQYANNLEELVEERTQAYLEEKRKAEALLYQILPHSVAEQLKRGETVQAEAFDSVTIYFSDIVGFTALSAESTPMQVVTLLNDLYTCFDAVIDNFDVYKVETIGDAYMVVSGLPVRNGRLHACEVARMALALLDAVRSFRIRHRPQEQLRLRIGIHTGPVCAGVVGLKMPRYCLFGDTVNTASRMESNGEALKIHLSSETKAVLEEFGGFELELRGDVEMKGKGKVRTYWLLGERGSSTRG
PRMT1 FP inh – inhibitors of human PRMT1. Q99873. recombinant PRMT1, activity-based probe fluorescence polarization. inhibition, % at 2.79 µM. hit rate 1.3% among 370,000;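 active = inhibition above about 21% made by adding two undisclosed values, limit read from the data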
MBD2 inh – MBD2-methylated oligo binding inhibition; Q9UBB5; TR-FRET, MBD2 binding to methylated oligonucleotide; inhibition, % at 4.4 µM; hit rate 0.31% among 370,000; AID 686964; in the data active = inhibition above about 13%
GC-B act – GC-B (human) receptor activation. HEK293-GC-B cells, CNP EC30, cGMP TR-FRET; 0% at EC30 CNP, 100% saturating CNP. activation, % at 10 µM. hit rate 0.11% among 370,000;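 active = activation at 10 µM reaching about 35% in either raw or pattern-adjusted values, limit read from the data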
* hit, by the source's call; · = not tested or not shown. An excerpt; rates above refer to the full screens.

SMILES,SIAE primary,MBD2 inh,TCR CD3 inh,PRMT1 FP inh,UHRF1 MBD2 ctr,rCAG binder,NPR1 activator,HTRA1 inh,mABHD4 FP,GC-B act
CCOC(=O)C1CCN(C(=O)CCC(=O)NNc2nc3ccccc3c3nc(C)nn23)CC1,13,-5,6,0,3,-2,-3,5,3,-4
CNc1nc(NCc2ccc(C)cc2C)c2sccc2n1,-5,0,-7,-4,1,3,4,·,-1,0
Cn1c(=NC(=O)C(C)(C)C)sc2cccc(F)c21,4,3,-10,4,3,-3,0,5,5,3
Cc1ccccc1NC(=O)Nc1nc2ccc(S(C)(=O)=O)cc2s1,-16,5,8,0,3,8,0,-7,-2,-3
Cn1c(-c2cccc([N+](=O)[O-])c2)cnc1NCc1ccc(C#N)cc1,9,2,-2,3,3,-1,-4,1,8,-3
Cc1cc(C)nc(N/N=C/c2ccccc2Cl)n1,4,0,0,-5,2,0,-6,·,-4,-1
Cc1nnc(SCC(=O)N2CCN(c3cccc(Cl)c3)CC2)n1C1CC1,4,4,12,0,1,1,1,1,16,0
Cc1ccccc1-n1c(=O)c(C#N)cc2c(=O)n3ccccc3nc21,-1,2,-10,3,-2,-4,3,5,1,-1
CCOc1ccccc1NC(=O)C1CCCN1C(=O)OCc1ccccc1 (centres undefined),1,-2,3,0,-1,-6,-5,1,-2,-2
O=C(Nc1c2c(nn1-c1ccc(F)cc1)CS(=O)C2)c1ccc(S(=O)(=O)N2CCOCC2)cc1 (centres undefined),5,3,4,-3,5,2,2,10,-1,-3
Cc1ccc(C(=O)NNC(=O)c2ccncc2)cc1S(=O)(=O)N1CCCCC1,3,-4,-4,-7,-1,5,2,-2,4,2
O=C(c1ccncc1)N1CCCC(N2CCN(c3ccc(F)cc3)CC2)C1 (centres undefined),-12,-1,7,-6,2,-3,1,3,-15,3
O=C(O)C1(NS(=O)(=O)c2ccc(F)c(Cl)c2)CCCCC1,-5,-3,-4,3,0,5,0,6,5,5
O=C(NCCN1CCOCC1)c1cc(Br)ccc1Cl,-1,-2,-4,0,0,-4,-2,1,-4,5
COc1ccc(-c2oc3c(c2C#CCCCCO)C(OCCO)CC3)cc1 (centres undefined),11,-2,8,1,-5,3,0,·,5,-1
NC(=O)c1ccc(NC(=O)COC(=O)CNC(=O)c2sc3ccccc3c2Cl)cc1,-3,0,4,-2,-3,8,-1,-6,-4,-7
CCOC(=O)C1=C(C)S/C(=C\N(C)C)C1=O,5,-4,3,-2,-1,5,4,2,3,2
C[C@H]1CN([C@@H](C)CO)C(=O)CCCn2nncc2CO[C@@H]1CN(C)S(=O)(=O)c1ccc(-c2ccccc2)cc1,4,-8,4,0,0,7,4,3,4,1
COc1ccccc1C(=Cc1ccc([N+](=O)[O-])cc1)C(=O)O,-1,4,-2,0,17,6,-1,0,3,5
CC(C)OC(=O)CSc1nnc(-c2ccccn2)n1N,1,-4,-2,-2,-1,-1,0,·,4,-2
Cc1cc(C)n2c(SCC(=O)N(C)C3CCCCC3)nnc2n1,-4,1,-2,4,1,-2,·,3,4,·
COc1ccc(S(=O)(=O)N2CCOCC2)cc1NC(=O)COC(=O)c1ccc(C)s1,-9,-1,2,0,1,6,3,-3,-8,3
CCc1ccc(-n2c(=O)c3c(C)c(C(=O)N(C)C)sc3n(CC(=O)NCc3ccco3)c2=O)cc1,1,-4,4,-3,-5,3,0,3,-11,0
C=CCn1c(O)c(N=Nc2nc3ccccc3c(=O)n2-c2ccccc2)c2ccccc21,11,7,-6,0,3,-2,2,2,-6,0
CCOC(=O)C1CCN(C(=O)CCCn2nc(C)c3c(C)n(-c4ccc(C)cc4)nc3c2=O)CC1,-7,0,5,-3,0,-10,-6,7,-7,-4
CC1(C)CC(CCNS(=O)(=O)c2ccccc2)(c2ccccc2)CCO1 (centres undefined),0,1,7,-2,-2,-6,-3,-2,1,-5
CSCCC(NC(=O)c1cc([N+](=O)[O-])cc([N+](=O)[O-])c1)c1nc2ccccc2[nH]1 (centres undefined),0,-1,-8,0,3,6,-8,1,-2,3
C=CCOC(=O)C(C#N)c1nc2ccccc2nc1N1CCN(Cc2ccccc2)CC1 (centres undefined),5,-1,-1,-1,-3,-2,-5,-10,4,-8
CC1CCN(CCNC(=O)c2ccc(NC(=O)C3CCCO3)cc2)CC1 (centres undefined),6,-2,-7,-5,0,-6,0,-4,-13,-2
Cc1cc(C(=O)OCC(=O)Nc2cccc(S(=O)(=O)N(C)C)c2)c2ccccc2n1,0,-5,8,-4,2,2,1,-8,1,8
CCCCNC(=O)Nc1c(C)cc(SC#N)cc1C,0,2,5,7,-7,0,22,-3,-3,19
COc1cc(CNCCCCO)ccc1OCc1ccccc1F,0,-4,-9,-3,4,0,-4,2,-5,9
Cc1cc(C)c2c3c(cn2n1)c(=O)n(C)c(=O)n3C,3,-4,-5,-1,0,-3,-1,1,5,1
Cc1[nH]nc(SCC(=O)N(C)c2ccccc2)c1[N+](=O)[O-],1,4,6,-4,-2,-1,-4,-4,-1,1
Cc1ccc2ccc3cccnc3c2n1,-12,3,-1,-5,1,-1,-1,4,8,0
NNC(=O)c1sc(-c2ccccc2)cc1N,1,-11,-2,-1,-4,9,1,12,2,-8
Cc1cc(C)n(CCNC(=O)CC2C(=O)NCCN2CC2CCCCC2)n1 (centres undefined),-1,2,-3,5,4,-5,1,2,-8,0
O=C(O)CN1CCN(Cc2ccccc2Cl)C1=O,-6,3,-4,2,2,-2,2,-2,5,8
COc1ccc(S(=O)(=O)NCC(c2ccc(C)cc2)N2CCN(C)CC2)cc1 (centres undefined),-2,4,-3,-2,0,-2,-8,1,3,0
COc1ccc(C2CC(O)(c3ccccc3)Oc3c(C)ccc(C)c32)cc1 (centres undefined),-14,1,-6,-2,7,-2,-5,-13,-29,-2

Reprinted at random: 2 records from the list, in no set order.
SMILES,SIAE primary,MBD2 inh,TCR CD3 inh,PRMT1 FP inh,UHRF1 MBD2 ctr,rCAG binder,NPR1 activator,HTRA1 inh,mABHD4 FP,GC-B act
O=C(NCCN1CCOCC1)c1cc(Br)ccc1Cl,-1,-2,-4,0,0,-4,-2,1,-4,5
Cc1cc(C(=O)OCC(=O)Nc2cccc(S(=O)(=O)N(C)C)c2)c2ccccc2n1,0,-5,8,-4,2,2,1,-8,1,8

The list goes on:
SMILES,SIAE primary,MBD2 inh,TCR CD3 inh,PRMT1 FP inh,UHRF1 MBD2 ctr,rCAG binder,NPR1 activator,HTRA1 inh,mABHD4 FP,GC-B act
O=C(CSCc1cccc(CSCC(=O)Nc2ccc3ccccc3c2)n1)Nc1ccc2ccccc2c1,-17,1,-2,0,2,8,-2,-10,-6,1
COc1ccc(Cc2nnc(NC(=O)C3CC(=O)N(c4ccccc4C)C3)s2)cc1OC (centres undefined),17,-2,5,4,-2,-2,-1,-4,-1,3
CC[C@@H](NC(=O)[C@H](Cc1ccccc1)NC(=O)CC[C@H]1O[C@@H](n2ccc(=O)[nH]c2=O)[C@H](O)[C@@H]1O)c1ccccc1,-7,-1,3,1,0,0,5,·,2,0
CCOC(=O)C1CCN(S(=O)(=O)c2ccc(NC(C)=O)c(Cl)c2)CC1,8,1,3,-1,-1,0,-3,-3,-2,1
Oc1c(C=Nc2ccccc2)sc2ccccc12,-9,-5,-11,59*,-2,-3,-2,-6,-11,-5
C=CCn1c(C23CC4CC(CC(C4)C2)C3)n[nH]c1=S,-1,0,-7,3,2,-1,1,-1,3,8
CCSC1=C(C#N)C(c2ccccc2OC)CC(=O)N1 (centres undefined),0,2,-5,1,1,-1,5,2,4,-2
O=C(c1ccc2c(c1)OCO2)N1CCN(S(=O)(=O)c2ccc(Br)cc2Cl)CC1,1,-2,-2,-2,-1,1,-2,-14,5,-1
O=C(NC1CCCCC1)C(c1ccc2ncccc2c1)N(Cc1ccc2c(c1)OCO2)C(=O)c1ccc2c(c1)OCCO2 (centres undefined),-1,-3,10,0,1,8,-2,-8,8,1

3 of the compounds above, with each value named.
COc1ccc(Cc2nnc(NC(=O)C3CC(=O)N(c4ccccc4C)C3)s2)cc1OC (centres undefined)
  SIAE primary: 17	MBD2 inh: -2	TCR CD3 inh: 5	PRMT1 FP inh: 4	UHRF1 MBD2 ctr: -2	rCAG binder: -2	NPR1 activator: -1	HTRA1 inh: -4	mABHD4 FP: -1	GC-B act: 3
CC[C@@H](NC(=O)[C@H](Cc1ccccc1)NC(=O)CC[C@H]1O[C@@H](n2ccc(=O)[nH]c2=O)[C@H](O)[C@@H]1O)c1ccccc1
  SIAE primary: -7	MBD2 inh: -1	TCR CD3 inh: 3	PRMT1 FP inh: 1	UHRF1 MBD2 ctr: 0	rCAG binder: 0	NPR1 activator: 5	HTRA1 inh: ·	mABHD4 FP: 2	GC-B act: 0
CCOC(=O)C1CCN(S(=O)(=O)c2ccc(NC(C)=O)c(Cl)c2)CC1
  SIAE primary: 8	MBD2 inh: 1	TCR CD3 inh: 3	PRMT1 FP inh: -1	UHRF1 MBD2 ctr: -1	rCAG binder: 0	NPR1 activator: -3	HTRA1 inh: -3	mABHD4 FP: -2	GC-B act: 1

Screening results deposited in PubChem by several laboratories.
